Bioassay records (PubChem BioAssay)
GRIN3A LBD mod = NR3A (human) ligand-binding domain modulation | NR3A LBD differential scanning fluorimetry, Tm shift; 0% = protein alone, 100% = glycine-bound protein | Tm shift relative to glycine control, % at 25 µM | 2.5% of 340,000 active | AID 1259313;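 active = melting temperature shift of at least 10% of the positive control shift, at one fixed dose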
ATG4B inhibitor = blocks human ATG4B protease cleavage of LC3 substrate; Q9Y4P1; ATG4B cleavage of LC3-PLA2, NBD-HPC fluorescence, 1 h; inhibition, % at 8.33 µM; 0.51% of 340,000 active; AID 504462; in the data active = inhibition above about 40%
MPTP block = blocks calcium-induced mitochondrial swelling. isolated mouse mitochondria, Ca2+ swelling absorbance, 30 min. inhibition, % at 10 µM. 1.4% of 360,000 active. AID 602449;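 active = inhibition of 50% or more, scaled per plate between neutral and stimulator controls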;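 note: 0% = DMSO wells given calcium and 100% = 1 mM EGTA wells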
SENP6 block = SENP6 protease inhibition; Q9GZR1; Recombinant SENP6 catalytic domain, aminoluciferin luminescence; inhibition, % at 10 µM; 1.8% of 330,000 active; AID 2599;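 active = inhibition above about 50% at the single tested dose, limit read from the data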;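 note: plate controls were DMSO wells with enzyme for no effect and DMSO wells lacking enzyme for full effect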
Target sequence (Q9GZR1 628-1112 limits assumed): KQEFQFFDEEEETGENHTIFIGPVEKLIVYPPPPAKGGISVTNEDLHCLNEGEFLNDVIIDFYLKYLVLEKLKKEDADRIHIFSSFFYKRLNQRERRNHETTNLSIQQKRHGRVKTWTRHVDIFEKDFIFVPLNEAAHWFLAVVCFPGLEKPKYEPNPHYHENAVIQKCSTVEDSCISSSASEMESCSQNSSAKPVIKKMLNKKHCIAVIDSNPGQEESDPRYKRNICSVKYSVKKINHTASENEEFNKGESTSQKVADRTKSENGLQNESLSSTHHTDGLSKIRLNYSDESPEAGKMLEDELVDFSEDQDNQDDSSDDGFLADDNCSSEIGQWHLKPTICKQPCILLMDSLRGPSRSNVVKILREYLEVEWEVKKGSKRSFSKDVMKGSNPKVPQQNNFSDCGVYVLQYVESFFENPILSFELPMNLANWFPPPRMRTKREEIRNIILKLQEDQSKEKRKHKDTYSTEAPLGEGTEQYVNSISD
SENP8 block = inhibitors of human SENP8 protease; recombinant SENP8, Nedd8 substrate fluorescence; inhibition, % at 20 µM; 0.64% of 360,000 active; AID 602440; in the data active = inhibition mostly above about 40%, no sharp cut-off; inactive = mostly below about 27%
HKDC1 inhibitor = blocks human hexokinase HKDC1 activity | AID 493160 | Q2TB90 | inhibition, % at 20 µM | 0.16% of 340,000 active | recombinant HKDC1, G6PDH/diaphorase resazurin coupled fluorescence;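 active = inhibition above about 35% when tested at 20 µM, limit read from the data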;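 note: plate controls were DMSO wells with enzyme for no effect and DMSO wells lacking enzyme for full effect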
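Test system: recombinant HKDC1 (HK5) hexokinase enzyme, produced in-house; Amount: enzyme 5 µg/mL final; Buffer or medium: Tris pH 8.0 buffer with MgCl2, Tween-20, BSA, BME; Reagent: glucose and ATP substrates; Doses: 20 µM test compound, 1% DMSO; Incubation: 90 min reaction incubation at room temperature, dark; Detection: resorufin fluorescence at 613 nm.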
PfG6PD inh = PfG6PD (Plasmodium falciparum) enzyme inhibition; PfGluPho enzyme, NADPH resazurin-diaphorase fluorescence; inhibition, % at 20 µM; 0.78% of 350,000 active; AID 504690;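 active = inhibition reaching at least a set limit at 20 µM in the primary screen, cut at about 59% in these data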;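 note: 0% = DMSO wells with substrate and 100% = DMSO wells lacking glucose-6-phosphate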
SENP7 inh = blocks the human protease SENP7. 1.5% of 330,000 active. Q9BQF6. inhibition, % at 5 µM. recombinant SENP7, Z-RLRGG-aminoluciferin luminescence, 40 min;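 active = inhibition above about 50% at the single test dose, limit read from the data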;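 note: plate controls were DMSO with enzyme for no effect and no enzyme buffer wells for full effect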
Target sequence (Q9BQF6 706-1050 limits assumed): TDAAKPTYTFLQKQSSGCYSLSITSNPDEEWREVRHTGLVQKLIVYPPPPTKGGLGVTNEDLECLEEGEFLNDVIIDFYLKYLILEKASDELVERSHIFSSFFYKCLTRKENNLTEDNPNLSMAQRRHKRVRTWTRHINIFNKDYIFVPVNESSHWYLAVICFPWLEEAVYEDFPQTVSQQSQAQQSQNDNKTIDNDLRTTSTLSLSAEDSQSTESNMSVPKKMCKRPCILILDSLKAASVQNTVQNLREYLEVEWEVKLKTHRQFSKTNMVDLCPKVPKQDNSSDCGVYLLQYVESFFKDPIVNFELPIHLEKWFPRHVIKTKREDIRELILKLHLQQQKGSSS
* hit, by the source's call; i = inactive; . = not tested or not shown. Outcome played no part in choosing rows; overall some 6.9% were active at least once.

Order of results – GRIN3A LBD mod	ATG4B inhibitor	MPTP block	SENP6 block	SENP8 block	HKDC1 inhibitor	PfG6PD inh	SENP7 inh
O=C1N(Cc2cccnc2)C[C@@H]2C[C@@H](c3cccc(OCc4ccccc4)c3)N3CCC[C@@]123
    -4.3	1.7	1.8	-7.4	5.0	12.8	-13.3	-1.8
Cc1nn(C2CCS(=O)(=O)C2)c(C)c1CN(C)C(=O)c1ccccc1 (stereo unspecified)
    -0.3	-4.5	-0.9	5.2	16.3	-5.6	-0.1	4.0
O=[N+]([O-])c1ccc(N2CCOCC2)cc1
    2.4	-6.2	-0.3	.	28.0	-3.5	3.1	.
CC1(C)CC(=O)C=C(NC2=CC3OC(c4ccccc4)OCC3OC2=O)C1 (stereo unspecified)
    -0.5	1.8	2.6	7.7	11.5	16.8	3.5	5.1
CCOc1ccc(S(=O)(=O)NCCC(=O)NCC(c2cccs2)N(C)C)cc1 (stereo unspecified)
    2.2	5.0	-1.2	-0.8	-21.5	-1.7	11.9	2.0
Cc1c(NC(=O)c2ccc3c4c(cccc24)CC3)c(=O)n(-c2ccccc2)n1C
    -0.1	-1.2	-1.0	-6.5	10.0	-10.3	33.4	-3.8
COc1cc(NC(=O)c2ccco2)c(OC)cc1NC(=O)CCC(=O)Nc1cc(C)cc(C)c1
    -0.2	-10.0	1.7	4.5	-5.0	1.4	8.9	1.2
O=C(CS(=O)(=O)c1ccccc1)Nc1ccc(N2CCOCC2)cc1
    -1.6	-0.7	0.5	0.7	9.2	-10.2	12.1	3.7
C[N+](C)(CCCCCC[N+](C)(C)CCCN1C(=O)c2cccc3cccc(c23)C1=O)CCCN1C(=O)c2cccc3cccc(c23)C1=O
    0.6	-3.6	-2.3	-15.9	-382.2	-66.9	-121.5	-9.3
C=CCSc1nnc(C)c(/C=C/Nc2ccc(Cl)cc2)n1
    -4.9	-14.2	-0.7	15.3	0.9	0.1	13.7	-4.2
O=C(COC(=O)C1=COCCO1)Nc1ccc(Cl)cn1
    0.2	-27.4	1.0	2.0	-83.8	2.3	1.0	-0.8
CSc1cccc(NC(=O)COc2cccc3ccccc23)c1
    8.4	3.9	5.3	-11.8	0.2	11.8	-10.7	1.9
Cc1cccc(NC(=O)c2ccc(CN3CCc4ccccc4C3)cc2)c1C
    0.4	-3.4	0.9	-6.4	21.7	-8.7	6.0	0.7
CCC(CC)c1nnc(NC(=O)C2CC(=O)N(C3CCCC3)C2)s1 (stereo unspecified)
    0.9	5.9	2.9	1.5	8.7	4.8	11.5	3.1
Cc1ccc(C(=O)N2CCCC(CCC(=O)NCc3ccc(F)c(F)c3)C2)cn1 (stereo unspecified)
    -1.3	13.5	-0.7	-1.5	4.2	0.5	-5.5	-17.7
Cc1ccc2c(CC(=O)NCC(=O)Nc3c(C)cccc3C)coc2c1
    -0.3	8.8	0.6	-1.8	-18.3	-5.7	3.7	2.2
Cc1ccc(/C=C2\SC(=S)N(CCC(=O)NCCCN3CCOCC3)C2=O)cc1
    -2.0	3.1	-0.1	2.7	17.1	-3.2	-7.8	5.1
Cc1sc2ncnc(SCC(=O)NCC3CCCO3)c2c1C (stereo unspecified)
    2.6	-5.2	-1.9	-3.0	-0.5	-2.3	2.1	-4.0
O=C(CCC(=O)N(CC(=O)NC1CCCC1)c1ccccc1F)Nc1nccs1
    -1.7	-0.9	-1.4	-24.0	8.1	-3.0	-9.5	-0.7
CCOC(=O)CCN(Cc1cccs1)S(=O)(=O)c1ccc(Cl)cc1
    0.3	6.2	-2.3	-7.7	18.0	1.0	6.7	-5.4
O=S(=O)(c1ccc(OCC(O)CN2CCCCC2)cc1)N1CCOCC1 (stereo unspecified)
    -0.3	-1.7	-2.2	7.6	6.5	-2.8	-8.8	-1.9
CCn1c(=O)c([N+](=O)[O-])c(N2CCSCC2)c2ccccc21
    -0.5	17.1	4.9	9.4	6.4	-2.0	-27.6	8.5
Cc1ccc(-c2ccc(C(=O)Nc3cccc(F)c3)o2)c2ccccc12
    16.8*	3.3	9.5	-6.3	i	10.2	27.5	4.2
C/C(CC(=O)Nc1cccc(C(F)(F)F)c1)=N\NC(=O)c1ccncc1
    -2.7	-7.5	6.2	6.3	8.6	-8.6	-7.0	5.6
CCc1nc2ccccc2c(NC(=O)CN2CCC(C)CC2)c1C
    -1.3	2.5	0.2	-11.9	15.0	-5.2	-3.9	-6.1
O=C1c2ccccc2C(=O)N1CCn1nc(Cl)nc1Cl
    5.6	-8.9	-0.2	-13.0	27.9	1.2	-18.6	4.0
CCC(C)[C@H](NC(=O)[C@@H]1Cc2c([nH]c3ccccc23)C2c3ccccc3C(=O)N21)C(=O)N1CCC[C@@H]1C(=O)O (stereo partly specified)
    -1.8	-5.3	0.6	-11.3	18.1	-0.5	-8.6	-0.6
COc1cc(C(=O)N(c2ccc(C)c(C)c2)C2C=CS(=O)(=O)C2)cc(OC)c1OC (stereo unspecified)
    0.7	-7.9	-0.1	-8.3	8.1	-2.9	-2.1	4.6
Cn1c(SCC(=O)N2CCOCC2)nc(O)cc1=O
    .	-8.0	2.7	-44.1	2.1	-8.4	17.7	5.1
Nc1cccc(S(=O)(=O)Nc2ccccc2)c1
    -0.7	-8.8	1.2	2.4	7.0	-2.8	5.3	5.2
COc1cc(C)c(Cl)cc1S(=O)(=O)n1cnc(C)c1
    -2.7	-7.7	1.7	-23.3	0.6	-5.7	-3.3	5.7
Cc1sc(NC(=O)CCCC(=O)O)c(C#N)c1C
    2.2	-11.4	-0.6	1.7	0.2	-8.2	-0.4	5.4
O=C(/C=C/c1ccccc1[N+](=O)[O-])N1CCOCC1
    -0.5	-1.8	-0.5	-2.8	18.9	-8.3	6.8	-3.0
COc1ccc(NC(=O)c2ccccc2F)cc1Cl
    30.1*	-8.9	-0.4	80.7*	18.5	-6.1	25.6	78.8*
C=C1CC2C=C(NC(C)=O)CC(C1)C2 (stereo unspecified)
    -1.3	14.6	-0.4	-1.0	6.2	-12.6	-2.6	-0.6
O=C(CN1CCSc2ccccc21)NCCCc1ccccc1
    -1.5	3.7	0.6	19.7	-122.9	-3.7	6.5	4.1
Cn1c(-c2ccc(F)cc2)cnc1NCc1cc2c(cc1[N+](=O)[O-])OCO2
    -9.3	-7.6	0.3	-9.9	-12.6	-4.7	22.4	-1.3
Cc1ccccc1NC(=O)C(=O)NCCCN1CCOCC1
    -1.0	1.4	-1.2	3.8	2.7	-7.2	0.8	3.2
CC(C)CCOc1ncnc2c1sc1nc3c(cc12)CSC(C)(C)C3
    2.8	7.7	1.9	.	-11.6	3.5	7.8	.
CCOc1cc(NC(=O)C2CCCO2)c(OCC)cc1NC(=O)C1CC1 (stereo unspecified)
    -0.3	-2.7	-1.5	0.3	12.8	9.5	3.2	-1.8

3 entries from above, ordered by the value under ATG4B inhibitor, largest number first.
structure | ATG4B inhibitor
O=C(CN1CCSc2ccccc21)NCCCc1ccccc1 | 3.7
O=C(/C=C/c1ccccc1[N+](=O)[O-])N1CCOCC1 | -1.8
COc1cc(C)c(Cl)cc1S(=O)(=O)n1cnc(C)c1 | -7.7

Full records, looked up by structure. Values in the order: GRIN3A LBD mod, ATG4B inhibitor, MPTP block, SENP6 block, SENP8 block, HKDC1 inhibitor, PfG6PD inh, SENP7 inh
CC(C)CCOc1ncnc2c1sc1nc3c(cc12)CSC(C)(C)C3 as listed: 2.8, 7.7, 1.9, ., -11.6, 3.5, 7.8, .
COc1cc(C)c(Cl)cc1S(=O)(=O)n1cnc(C)c1 as listed: -2.7, -7.7, 1.7, -23.3, 0.6, -5.7, -3.3, 5.7
C=C1CC2C=C(NC(C)=O)CC(C1)C2 (stereo unspecified) as listed: -1.3, 14.6, -0.4, -1.0, 6.2, -12.6, -2.6, -0.6
Cc1sc(NC(=O)CCCC(=O)O)c(C#N)c1C as listed: 2.2, -11.4, -0.6, 1.7, 0.2, -8.2, -0.4, 5.4

The list continues:
Order of results – GRIN3A LBD mod	ATG4B inhibitor	MPTP block	SENP6 block	SENP8 block	HKDC1 inhibitor	PfG6PD inh	SENP7 inh
Cn1cccc1Cc1nnc(SCC(=O)Nc2cccc(F)c2)n1-c1ccc(F)cc1
    -2.2	3.2	-1.1	-10.9	-18.2	-4.0	8.9	15.3
COc1ccc(NC(=O)CSc2ccc3nnc(-c4cccnc4)n3n2)cc1
    1.7	-3.0	-0.8	-10.5	-3.2	-0.2	10.8	13.8
Cn1nnc2c[n+](CC(=O)c3ccc4ccccc4c3)cc(Br)c21
    1.3	19.5	1.7	4.7	30.4	20.1	8.1	-2.9
O=C(O)CN1C(=O)C2C3C=CC(C3)C2C1=O (stereo unspecified)
    -2.6	-5.8	0.1	-14.3	8.4	-5.0	-3.4	-2.5
C=CCNC(=O)Cn1c(=O)c2c(ncn2CCC(C)C)n(Cc2ccccc2)c1=O
    0.3	-13.3	-0.6	-4.5	-6.9	-0.9	-5.7	2.9
CN1c2ccccc2C2(C)CCCC3=Cc4cc([N+](=O)[O-])cc([N+](=O)[O-])c4OC312 (stereo unspecified)
    -4.3	10.5	2.7	-11.2	26.5	7.7	-9.2	-9.2
COc1ccccc1C1(O)CC2CCC(C1)N2S(=O)(=O)c1ccc(C(C)=O)cc1 (stereo unspecified)
    -1.3	5.2	0.2	-12.2	18.9	-9.4	-8.2	58.6*
CC(=O)Nc1ccc(S(=O)(=O)NCc2ccncc2)cc1
    0.1	-2.6	0.0	1.3	3.5	-7.0	1.9	9.1
Cc1ccc(NC2=NCC(=O)N2Cc2ccccc2)c(C)c1
    -1.0	4.4	0.8	-29.4	22.7	-9.7	0.2	-1.9
COc1ccc(S(=O)(=O)N(CCC(=O)O)Cc2ccccc2)cc1
    0.4	4.8	-0.3	-12.9	12.2	-2.6	-17.6	-7.6
CCn1c(CNS(=O)(=O)c2ccc(Br)cc2)n[nH]c1=S
    -1.1	3.9	0.3	3.1	8.0	1.0	12.7	1.8
Cc1nc2ccc(NC(=O)N3CCOCC3)cc2nc1C
    -1.0	-0.3	-1.9	7.9	-443.7	1.1	-8.4	9.6

Some of these compounds in order of molar mass, rising.
Order of results – GRIN3A LBD mod	ATG4B inhibitor	MPTP block	SENP6 block	SENP8 block	HKDC1 inhibitor	PfG6PD inh	SENP7 inh
COc1ccc(NC(=O)CSc2ccc3nnc(-c4cccnc4)n3n2)cc1
    1.7	-3.0	-0.8	-10.5	-3.2	-0.2	10.8	13.8
CN1c2ccccc2C2(C)CCCC3=Cc4cc([N+](=O)[O-])cc([N+](=O)[O-])c4OC312 (stereo unspecified)
    -4.3	10.5	2.7	-11.2	26.5	7.7	-9.2	-9.2
COc1ccccc1C1(O)CC2CCC(C1)N2S(=O)(=O)c1ccc(C(C)=O)cc1 (stereo unspecified)
    -1.3	5.2	0.2	-12.2	18.9	-9.4	-8.2	58.6*
